From PubChem BioAssay
ERK EGF inh: blocks ERK signaling stimulated by EGF. AID 1454. Potency, µM (doses to about 11.5 µM), for inactives: top-dose activity change, negative = inhibition, usual class: inhibitors. 130,000 tested, 0.41% active. HEK293-V1b, EGF-stimulated phospho-ERK AlphaScreen; active means well fitted inhibition curve with a large enough effect; inconclusive means small, poorly fitted or top-dose-only effect, or effect the other way;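 further: plate controls were stimulated vehicle wells for no effect and unstimulated vehicle basal for full effect; nearly all actives have a fitted effect of over 55% in size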
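EGF-stimulated (25 nM, 5 min) phospho-ERK in HEK293 cells stably expressing V1b, cells pretreated 30 min with compound at 37C. Homogeneous AlphaScreen read on lysates.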
* marks the source's active call; other numbers are inactive results; ? = inconclusive; & = joins results of further samples; [ ] = another dose, or the depositor's remark. Potency means the concentration at half of the fitted maximal effect. Only part of the results is shown (hit frequency here may not be typical).

SMILES	ERK EGF inh
Cc1ccccc1C(=O)NC(CC(C)C)C(=O)Nc1cccc(S(=O)(=O)N(C)C)c1 (stereo not drawn)	-16.7%
Cc1ccc(-c2nc(N)sc2-c2ccccc2)cc1C	?
O=S(=O)(c1ccc(Br)c2nsnc12)N1CCOCC1	12.8%
OC(COCc1ccc2c(c1)OCO2)CN1CCC(Cc2ccccc2)CC1 (stereo not drawn)	-10.7%
Cc1ccc(NN=C2C(=O)OC(C)(C)OC2=O)c(C)c1	9.2%
COc1ccc(-c2cnc3nc[nH]c(=O)c3n2)cc1	8.5%
NC(=O)CSc1nnc(Cn2cnc3ccccc32)o1	2.6%
COc1ccc2[nH]cc(CCNc3nc(-c4ccccc4CN(C)C)nc4ccccc34)c2c1	17.3%
Cc1ccc(/C=N/NC(=O)c2ccncc2)s1	16.3%[57.5 µM]
Cc1ccc(NC(=S)Nc2ccc(OC(F)F)c(Cl)c2)cc1F	-1.9%
CC(C)(C)/C=N/NC(=O)CNC(=O)c1ccc2c(c1)OCCO2	8.0%
CCCn1c(-c2ccc(F)cc2)nc2c(N3CCN(C)CC3)nc(C)nc21	-7.5%
Cc1cccc(OCC(=O)N/N=C/c2cccn2C)c1	-5.3%[57.5 µM]
O=Nc1ccc(NOC(=O)c2ccccc2Br)cc1	6.8%
COCCNC(=S)N/N=C(\C)c1cccc(OC)c1	-5.1%
Cc1ccc(-c2ccc(C(=O)Nc3ccccc3)o2)c2ccccc12	?
CNc1ccccc(-c2ccc3ccccc3n2)c1=O	4.3%
CC1=CC(C)C2C(=O)N(c3ccccc3)NC(=O)C2C1 (stereo not drawn)	5.8%
O=C(Nc1ccc(CN2CCCCC2)cc1)Nc1ccc(Br)cc1Cl	37.4%
CCS(=O)(=O)c1nn2c(N)c(/C=C3/C=CC(=O)C(OC)=C3)c(=O)nc2s1	4.0%
C=CCN1C(=O)S/C(=C/c2ccc(Sc3nc4ccccc4[nH]3)o2)C1=O	25.1µM*
S=C(NCCc1ccccc1)NCCc1ccccc1	-2.8%
O=C(c1ccc2ccccc2n1)N1CCN(c2ccccc2Cl)CC1	?
CC(C)(C)NC(=O)NC(=O)COC(=O)Cc1coc2ccc3ccccc3c12	-4.9%
Cc1ccc(C)c(Oc2cc(NC(=O)CCCn3nc(C)c([N+](=O)[O-])c3C)cc([N+](=O)[O-])c2)c1	6.1%
Cc1ccccc1C(C(=O)NC1CCCC1)N(C(=O)CNC(=O)c1ccco1)c1cccnc1 (stereo not drawn)	-3.2%
CCOc1cc(NC(=O)CCl)c(OCC)cc1NC(=O)CCl	?
NS(=O)(=O)c1ccc(CCN2C(=O)/C(=C\c3ccc(Cl)cc3)SC2=S)cc1	5.2%
CC(C)OP(=O)(OC(C)C)C(NC(=O)c1ccccc1Br)C(N)=O (stereo not drawn)	8.8%[57.5 µM]
CC(=O)N1CCN2C(=O)C1CCCC(=O)c1cc(C(C)C)ccc12 (stereo not drawn)	-3.3%[57.5 µM]
CC(=O)Nc1ccc(S(=O)(=O)NCC(=O)OC(C)c2ccccc2Cl)cc1 (stereo not drawn)	-4.9%
Clc1ccc(Cc2nnc(-c3cccs3)o2)cc1	0.5%
O=C(NC(=S)NNC(=O)[C@H]1C[C@@H]1c1ccccc1)c1cccc(F)c1	-3.3%[57.5 µM]
CCc1ccc(/C=C2\SC(=S)N(CCCC(=O)Nc3nccs3)C2=O)cc1	0.2%
COC(=O)/C(=C/c1cccnc1)NC(=O)c1ccccc1	6.7%
COC(C[C@H](O)C[C@@H](O)COCc1ccccc1)OC	-4.7%[57.5 µM]
CCOC(=O)C1CCCN(C(=O)c2ccc(Cl)c(S(=O)(=O)N3CCCCC3)c2)C1 (stereo not drawn)	3.1%
COc1ccc(-c2nc(-c3cccnc3)no2)cc1OC	10.1%[57.5 µM]
CC(C)CC(N)C(=O)NC(C)C(=O)O (stereo not drawn)	18.2%
COCc1cc(=O)[nH]c(=S)[nH]1	7.5%
Cc1ccc(N2CCN(CCCCN3C(=O)C4CCCN4C3=O)CC2)cc1 (stereo not drawn)	7.3%
O=c1[nH][nH]c2cc(=O)n(-c3ccc(Cl)cc3)nc12	-3.5%
Cc1noc(NS(=O)(=O)c2ccc(NC(=O)CCCOc3ccc(Cl)cc3Cl)cc2)c1C	14.1%
COC(=O)C1=C(C(=O)OC)[C@@H]2N(C)c3ccccc3[C@@]23C[C@@H](CO)N(C(=O)NCCBr)C3=N1	-10.3%[57.5 µM]
COc1ccc2c(c1)CCc1cn3nc(C)cc3nc1-2	?
O=C(Nc1cccc(F)c1)N1CC[C@@]2(CCCN(C(=O)c3ccco3)C2)C1	2.1%
Oc1oc(-c2ccccc2)nc1C=NCc1ccncc1	-3.9%
Cc1cccc(CNc2ncncc2-c2cccc(NS(C)(=O)=O)c2)c1	18.9%
COc1ccc(CCNCC(O)COc2cccc(Br)c2)cc1 (stereo not drawn)	-1.9%[57.5 µM]
O=C(CN1CCc2ccccc2C1)Nc1ccc(F)cc1F	-4.4%
CN(C)S(=O)(=O)c1cccc(NC(=O)c2cc3c(=O)n4ccccc4nc3s2)c1	8.0%
NNC(=O)c1ccc2ccccc2n1	-2.0%
CCC(CC)C(=O)NN(C(=O)c1ccncc1)C1CC(=O)N(c2ccccc2)C1=O (stereo not drawn)	-5.9%[57.5 µM]
Cc1ccc(Cc2nnc3n(-c4cccc(C)c4)nc(C(=O)c4ccccc4)n3c2=O)cc1	2.4%
C/C(=N\Nc1cccc([N+](=O)[O-])c1)c1cc2ccccc2o1	4.6%
CC(C)C(=O)NNC(=O)CSc1nnnn1C(C)C	3.1%
Cc1ccc2c(=O)c(C(=O)NCc3cccs3)c[nH]c2c1	-2.3%
CCOC(=O)c1cccc(NC(=O)Nc2ccc(OCC)cc2)c1	-3.3%
COc1ccccc1-c1nnc(SC2CCc3ccccc3NC2=O)s1 (stereo not drawn)	-10.3%
CCN(CC)CCCCn1c(-c2ccccc2)nc2c(NCc3ccccc3)nc(C)nc21	3.4%
Other entries follow:
SMILES	ERK EGF inh
CCC(OC(=O)c1nsc(Cl)c1Cl)C(=O)NC(C)(C)C (stereo not drawn)	2.5%
Cc1c(CN2CCCC(C)C2)c(O)n(CCO)c(=O)c1C#N (stereo not drawn)	-3.5%
CCCC(=O)Nc1ccc(C(=O)NCc2ccccc2Cl)cc1	10.7%
O=C(NCc1cccnc1)c1ccc(COc2ccccc2Br)cc1	?
CN1CCN(NS(=O)(=O)c2ccc(Cl)s2)CC1	-9.8%
COc1cccc(C(=O)NCC(=O)N/N=C/c2cccc(OC(=O)c3ccc([N+](=O)[O-])cc3)c2)c1	6.9%
O=C(CCn1cnc2ccccc2c1=O)Nc1cccc(Cl)c1Cl	0.9%
COc1ccc(-c2onc3ccc(Br)cc23)cc1	3.6%
CN(C)/C=C1/Oc2c(ccc3ccccc23)C1=O	-6.9%
Cc1cc(C)n2nc(C(=O)Nc3ccc(S(=O)(=O)N(C)C)cc3)nc2n1	-0.2%[57.5 µM]
NC(=O)CSc1nnc(-c2ccc(O)cc2)n1Cc1ccco1	-6.3%
CCC(=O)c1cc2c(C)cc(=O)oc2c(C)c1OC(=O)C(C)C	3.9%
CC/C(=C(/CC)c1ccc(O)cc1)c1ccc(O)cc1	-2.2%&-4.8%
CCOC(=O)Cc1cc(C)[nH]c1C(=O)OCC	3.6%[57.5 µM]
COC(=O)Cn1c(=O)c2c(n(Cc3ccccc3)c1=O)N/C(=C/c1ccc(OC)cc1)C2=O	0.1%[57.5 µM]
COc1cccc(C2C3=C(CC(C)(C)CC3=O)Nc3cc(OC)c(OC)cc32)c1 (stereo not drawn)	6.7%
O=c1c2c3c(sc2nc2n1CCC2)CCCCC3	6.3%
Cc1nc(C)c(-c2ccn(C(=O)NC(C)C)n2)s1	-5.0%[57.5 µM]
O=c1c(-c2cc(F)cc(F)c2)nc2cnc(Oc3ccccc3)nc2n1C1CC1	?
CCc1ccc(N(CC)C(=O)c2ccc3c(Cl)c4c(nc3c2)CCC4)cc1	-0.5%

A few values from the list:
Reading of `COC(=O)Cn1c(=O)c2c(n(Cc3ccccc3)c1=O)N/C(=C/c1ccc(OC)cc1)C2=O` in ERK EGF inh: 0.1%[57.5 µM]
Reading of `O=C(CCn1cnc2ccccc2c1=O)Nc1cccc(Cl)c1Cl` in ERK EGF inh: 0.9%

Going on with the list:
SMILES	ERK EGF inh
COc1cccc(C(=O)N2CCN(C(=O)Cc3ccccc3)CC2)c1	6.3%
CCCOc1c(Br)cc(C2C3=C(CCCC3=O)N(C)C3=C2C(=O)CCC3)cc1OC	11.0%
O=C(NCCCO)/C(=C\c1cn(-c2ccccc2)nc1-c1cccnc1)NC(=O)c1ccccc1	-1.1%
Oc1ccc2ccccc2c1/C=N/n1cnnc1	-10.7%
COc1ccc(NC2=NCC(Cc3ccc(Br)cc3)S2)cc1 (stereo not drawn)	11.2%
CC(C)C(c1nnnn1Cc1ccco1)N1CCC(C(N)=O)CC1 (stereo not drawn)	3.2%
OCCC1CN(Cc2cccn2-c2cccnc2)CCN1Cc1ccc(F)cc1 (stereo not drawn)	2.2%
CN(C)CCCC1(O)c2ccccc2CCc2ccccc21	4.1%
CCOC(=O)c1cc(-c2ccc(F)cc2)n(CCC(=O)NC2CCN(Cc3ccccc3)CC2)c1C	10.1%
CCc1c(C)nc(SCC(=O)NNC(=O)Cc2ccc(OC)cc2)[nH]c1=O	10.9%[57.5 µM]
CC(CN1CCOCC1)OC(=O)CCc1ccccc1 (stereo not drawn)	-3.1%
O=C(Cn1c(SCC(=O)N2CCCc3ccccc32)nc2ccccc21)N1CCCC1	-3.8%
OC[C@H]1O[C@@H](n2cnc3c(NC4CCCCC4)ncnc32)[C@H](O)[C@@H]1O	-10.4%
Cc1ccc(N(Cc2ccccc2F)S(C)(=O)=O)c(C)c1	-4.2%
CNC(=O)c1cc(NC(=O)CCn2nc(-c3ccc(C)cc3)c3ccccc3c2=O)ccc1OC	-5.6%[57.5 µM]
CCc1ccc(/C=C2\SC(=S)N(CCC(=O)Nc3cc(C)on3)C2=O)cc1	26.1%[57.5 µM]
O=C(NN/C(=N/S(=O)(=O)c1ccc(Cl)cc1)c1ccccc1)c1ccc(O)cc1	-15.9%
Clc1ccccc1Sc1ccc(-c2ccccn2)s1	-9.9%[57.5 µM]
O=C(N/C(=C/c1ccccc1)C(=O)N1CCOCC1)c1ccc([N+](=O)[O-])cc1	-4.8%
CCN1C(=O)CC(NCc2ccc(S(N)(=O)=O)cc2)C1=O (stereo not drawn)	1.1%[57.5 µM]

Laid out differently: results already given
compound,ERK EGF inh
Cc1nc(C)c(-c2ccn(C(=O)NC(C)C)n2)s1,-5.0%[57.5 µM]
O=c1c(-c2cc(F)cc(F)c2)nc2cnc(Oc3ccccc3)nc2n1C1CC1,?
CCc1ccc(N(CC)C(=O)c2ccc3c(Cl)c4c(nc3c2)CCC4)cc1,-0.5%
COc1cccc(C(=O)N2CCN(C(=O)Cc3ccccc3)CC2)c1,6.3%
CCCOc1c(Br)cc(C2C3=C(CCCC3=O)N(C)C3=C2C(=O)CCC3)cc1OC,11.0%
O=C(NCCCO)/C(=C\c1cn(-c2ccccc2)nc1-c1cccnc1)NC(=O)c1ccccc1,-1.1%
Oc1ccc2ccccc2c1/C=N/n1cnnc1,-10.7%
COc1ccc(NC2=NCC(Cc3ccc(Br)cc3)S2)cc1 (stereo not drawn),11.2%
CC(C)C(c1nnnn1Cc1ccco1)N1CCC(C(N)=O)CC1 (stereo not drawn),3.2%
OCCC1CN(Cc2cccn2-c2cccnc2)CCN1Cc1ccc(F)cc1 (stereo not drawn),2.2%
CN(C)CCCC1(O)c2ccccc2CCc2ccccc21,4.1%
CCOC(=O)c1cc(-c2ccc(F)cc2)n(CCC(=O)NC2CCN(Cc3ccccc3)CC2)c1C,10.1%
CCc1c(C)nc(SCC(=O)NNC(=O)Cc2ccc(OC)cc2)[nH]c1=O,10.9%[57.5 µM]
CC(CN1CCOCC1)OC(=O)CCc1ccccc1 (stereo not drawn),-3.1%
O=C(Cn1c(SCC(=O)N2CCCc3ccccc32)nc2ccccc21)N1CCCC1,-3.8%
OC[C@H]1O[C@@H](n2cnc3c(NC4CCCCC4)ncnc32)[C@H](O)[C@@H]1O,-10.4%
Cc1ccc(N(Cc2ccccc2F)S(C)(=O)=O)c(C)c1,-4.2%
CNC(=O)c1cc(NC(=O)CCn2nc(-c3ccc(C)cc3)c3ccccc3c2=O)ccc1OC,-5.6%[57.5 µM]
CCc1ccc(/C=C2\SC(=S)N(CCC(=O)Nc3cc(C)on3)C2=O)cc1,26.1%[57.5 µM]
O=C(NN/C(=N/S(=O)(=O)c1ccc(Cl)cc1)c1ccccc1)c1ccc(O)cc1,-15.9%

New compounds follow:
SMILES	ERK EGF inh
Cc1ccc(C(=O)/C=C2\NCCNC2=O)cc1	-26.1%
Cc1cc(N(C)/N=C/c2ccccc2)nc(-c2ccccc2O)n1	-9.1%
Cc1ccn2cc(CCNC(=O)C3CC=CCC3C(=O)O)nc2c1 (stereo not drawn)	7.8%[57.5 µM]
CCc1ccc(C2=NNC(=Nc3c(C)n(C)n(-c4ccccc4)c3=O)SC2)cc1	-6.4%
O=C(Nc1cc(S(=O)(=O)N2CCOCC2)ccc1N1CCCC1)C1COc2ccccc2O1 (stereo not drawn)	-11.8%[57.5 µM]
COC(=O)CSc1nc(C)cc(N2CCOCC2)n1	-5.1%
O=S(=O)(Nc1cccc2ccccc12)c1ccccc1	-7.7%[57.5 µM]
CNC(=S)N1N=C(c2ccc(Br)cc2)CC1c1ccc(N(C)C)cc1 (stereo not drawn)	?
